Screens (PubChem)
BAP1 inh = human BAP1 deubiquitinase inhibition | recombinant BAP1, Ub-AMC hydrolysis fluorescence kinetic; active compounds read low | activity remaining (% of control), % at 20 µM | Q92560 | hit rate 0.48% among 72,000 | AID 436;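 active = activity remaining at or below 50% of control, provided the compound also passes the data quality filters; inactive = the rest, including low values that fail the filters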;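 note: 100% = DMSO wells rate and 0% = substrate alone blank rate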
Target sequence (Q92560 whole entry, looked up): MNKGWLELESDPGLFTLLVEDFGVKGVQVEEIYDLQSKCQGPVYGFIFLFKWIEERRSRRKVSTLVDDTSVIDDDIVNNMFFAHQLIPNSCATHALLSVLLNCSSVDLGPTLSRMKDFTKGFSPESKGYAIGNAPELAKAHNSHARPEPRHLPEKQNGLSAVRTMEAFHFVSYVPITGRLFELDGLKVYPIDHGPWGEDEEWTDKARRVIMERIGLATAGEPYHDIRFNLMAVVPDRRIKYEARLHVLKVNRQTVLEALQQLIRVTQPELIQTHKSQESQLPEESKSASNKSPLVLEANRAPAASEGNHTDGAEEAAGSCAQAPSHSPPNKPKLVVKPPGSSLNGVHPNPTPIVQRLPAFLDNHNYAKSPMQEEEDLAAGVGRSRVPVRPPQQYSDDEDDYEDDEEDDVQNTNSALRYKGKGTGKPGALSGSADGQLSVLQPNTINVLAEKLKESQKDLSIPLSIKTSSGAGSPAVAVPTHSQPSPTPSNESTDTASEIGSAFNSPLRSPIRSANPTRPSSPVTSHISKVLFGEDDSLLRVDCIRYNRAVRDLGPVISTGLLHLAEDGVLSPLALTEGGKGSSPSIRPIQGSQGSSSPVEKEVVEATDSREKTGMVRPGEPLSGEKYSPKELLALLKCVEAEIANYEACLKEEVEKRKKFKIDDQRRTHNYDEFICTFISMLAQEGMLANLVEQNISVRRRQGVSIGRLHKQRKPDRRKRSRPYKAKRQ
HePTP inhibitor = blocks human HePTP tyrosine phosphatase; P35236; recombinant HePTP phosphatase activity, OD absorbance; inhibition, % at 20 µM; hit rate 0.64% among 110,000; AID 521; in the data active = inhibition above about 50%;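 note: plate controls were vehicle for no effect and reference inhibitor for full effect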
Target sequence (P35236 whole entry, looked up): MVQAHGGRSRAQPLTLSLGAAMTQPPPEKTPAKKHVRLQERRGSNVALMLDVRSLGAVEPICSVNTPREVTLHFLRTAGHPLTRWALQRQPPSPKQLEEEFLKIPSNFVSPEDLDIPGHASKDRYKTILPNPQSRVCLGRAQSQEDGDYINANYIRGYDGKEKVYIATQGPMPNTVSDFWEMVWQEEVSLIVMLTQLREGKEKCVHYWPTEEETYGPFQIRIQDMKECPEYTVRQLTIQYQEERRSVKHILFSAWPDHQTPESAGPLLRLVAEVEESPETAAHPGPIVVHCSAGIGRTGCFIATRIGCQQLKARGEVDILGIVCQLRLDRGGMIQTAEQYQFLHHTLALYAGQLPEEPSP
Active calls of the source: *; nt = not tested or not shown; & = joins results of further samples. Some of the compounds tested; rates above refer to the full screens.

SMILES | BAP1 inh | HePTP inhibitor
C=CCn1c(O)c(C(C)=NCCN2CCOCC2)c(=O)[nH]c1=O | 96.3 | 4.0
O=C1NC(=S)N(c2cccc(Cl)c2)C(=O)/C1=C/c1ccc(Cl)cc1 | nt | 12.9
Cn1c(O)c(C(=NCCN2CCCCC2)c2ccccc2Cl)c(=O)n(C)c1=O | 107.9 | -0.4
CCCCn1c(N)c(C(=O)OCC)c2nc3ccccc3nc21 | nt | 3.2
CCCCOCCCn1c(N)c(C(=O)OCCOC)c2nc3ccccc3nc21 | nt | 7.6
CNC(=O)N(C)c1nnc(C(C)(C)C)s1 | 75.4 | -7.2
O=[N+]([O-])c1cccc(CN2CCN(Cc3cccc(Br)c3)CC2)c1 | 137.1 | 2.9
COc1ccc(N2C(=O)/C(=C/c3ccc(-c4cc(C(=O)O)ccc4Cl)o3)C(=O)NC2=S)cc1 | nt | 33.9
COc1ccc(CN2CCN(Cc3ccccc3Br)CC2)cc1 | nt | -2.8
O=C(CN1CCCCC1)NCC(=O)Nc1ccc(Br)cc1C(=O)c1ccccc1 | nt | 6.0
O=C(c1ccc2c(=O)n(Cc3ccc4c(c3)OCO4)c(=S)[nH]c2c1)N1CCC2(CC1)OCCO2 | 65.9 | -4.6
CCOC(=O)c1c(C)n(Cc2ccccc2Cl)c2ccc(O)cc12 | nt | -8.2
COc1ccc(/C=C/c2nc3ccccc3c(=O)n2-c2ccc(OC)cc2)cc1 | nt | 1.3
NC(Cc1ccc(N(CCCl)CCCl)cc1)C(=O)O (stereo not given) | 84.7 | nt
CCOC(=O)c1cccc([P+](=O)O)c1 | 84.8 | -0.1
COc1ccccc1/C=C1/C(=N/O)C2CCN1CC2 | 97.4 | -1.6
CC(C)N1CCC(N2CCCCC2)CC1 | nt | -3.5
Cc1cc(OCc2ccc([N+](=O)[O-])cc2)c2c3c(c(=O)oc2c1)CCCC3 | nt | 6.5
CC(=O)c1ccc(OC(=O)Cc2ccccc2)cc1 | nt | 5.4
Cn1c(O)c(/C=C2\C=CC=N2)c(=O)[nH]c1=O | nt | 7.8
COc1cc2c(C(=O)N3CCN(C)CC3)c(C)n(C)c2cc1Br | 88.9 | 2.4
O=c1[nH]c(=O)n(Cc2ccco2)c(O)c1C=NCCCn1ccnc1 | 56.2 | 1.8
O=c1[nH]c(=O)n(C2CCCCC2)c(O)c1C=NCCCn1ccnc1 | 115.8 | 4.1
COc1ccc(-n2c(-c3cccnc3)nc3ccccc3c2=O)cc1 | nt | 4.2
CCCc1ccc(OCCNc2ccc([N+](=O)[O-])c3cccnc23)cc1 | nt | 4.5
CCC1(C)CC(CCNCc2ccc(N(C)C)cc2)(c2ccc(F)cc2)CCO1 (stereo not given) | nt | -4.0
O=[N+]([O-])c1ccc(NCCc2ccccc2)c2ncccc12 | 95.6 | -1.8
Cc1nn(Cc2ccccc2)c(C)c1C(=O)OCC(=O)Nc1ccccc1SCC#N | 90.4 | 8.1
COc1cccc(C2=NOC(C(=O)N3CCC4(CC3)OCCO4)C2)c1 (stereo not given) | 105.2 | 6.7
OC1(c2ccc(F)cc2)CCNC1 (stereo not given) | 168.9 | -9.4
C#CCN(C)[C@@H](C)Cc1ccccc1 | 94.4 | nt
O=C(Cc1ccccc1)NC(NC(=O)Cc1ccccc1)c1ccc(F)cc1 | nt | 2.0
CC(C)CCP(=O)(O)c1ccccc1 | nt | -3.8
CCOC(=O)C1=C(N)Oc2c(c(=O)oc3ccccc23)C12C(=O)N(C)c1ccccc12 (stereo not given) | 115.8 | -0.1
CN1CCN(c2nc3ccc([N+](=O)[O-])cc3s2)CC1 | nt | 8.2
O=C(Cn1ncc2c3ccccc3n(Cc3ccccc3)c2c1=O)N1CCC2(CC1)OCCO2 | 99.8 | 3.1
COc1cc(C2SCC(=O)Nc3c2c(=O)[nH]n3C2CCCCCC2)cc(OC)c1OC (stereo not given) | nt | -5.7
Cn1ccnc1P(=S)(c1nccn1C)N1CCOCC1 | 123.1 | -7.8
CCC(=NC1CC1)c1c(O)n(-c2ccc(OC)cc2)c(=O)[nH]c1=O | 102.0 | 6.6
O=C(ON1CC1(C(F)(F)F)C(F)(F)F)c1ccccc1 (stereo not given) | nt | -2.0
COc1ccc(C2NCc3ccc4c(c3-n3cccc32)OCO4)cc1OC (stereo not given) | 101.4 | 6.1
Cc1cc(Cl)ccc1OCC(=O)N1CCN(C/C=C/c2ccccc2)CC1 | nt | 9.1
CC(CO)(CO)N=Cc1c(O)n(-c2cccc3ccccc23)c(=O)[nH]c1=O | nt | 6.6
O=S1(=O)N(CCN2CC=C(c3c[nH]c4cc(F)ccc34)CC2)c2cccc3c2N1CCC3 | 67.7 | nt
O=c1c2ccccc2nc(-c2ccco2)n1-c1cccnc1 | 85.3 | 8.6&-10.3
CC12CCC3C(CCC4=C(O)C(=O)CCC43C)C1CCC2=O (stereo not given) | 98.0 | nt
CCCCCCn1c(O)c(C=NCCCn2ccnc2)c(=O)[nH]c1=O | 85.0 | 6.3
COc1ccc(CN2CCN(C(=O)Cc3ccccc3)CC2)c(OC)c1 | 99.2 | 7.3
CC1CCC(C(C)C)C(OP(N)(=O)c2ccccc2)C1 (stereo not given) | 91.6&60.3 | 2.6
CCCC(C)C1(CC)C(=O)NC(=Nc2ccc(F)cc2)NC1=O (stereo not given) | 98.2 | 10.0
Other compounds.
SMILES | BAP1 inh | HePTP inhibitor
Cc1ccc2nc3c(cc2c1)CC1(C(=O)N(C)C(=O)N(C)C1=O)C1COCCN31 (stereo not given) | 92.9 | 7.4
Cc1oc(-c2ccc(Cl)cc2)nc1CS(=O)CC(=O)N1CCC2(CC1)OCCO2 (stereo not given) | 98.0 | -5.3
C[C@]12CC[C@H](O)CC1=CC[C@@H]1[C@@H]2CC[C@]2(C)C(=O)CC[C@@H]12 | 91.8 | nt
c1ccc2c(N3CCNCC3)cccc2c1 | 104.1 | nt
CCc1ccc(N2C(=O)/C(=C/c3ccc(OCC(=O)O)c(Br)c3)C(=O)NC2=S)cc1 | nt | 5.2
CC(N)Cc1c[nH]c2ccc(O)cc12 (stereo not given) | 85.6 | nt
CC12CN3CC(C)(CN(C1)C3c1ccco1)C2=O (stereo not given) | 97.3 | 8.7
CC(=O)n1cc(C2C(=O)NC(=O)NC2=O)c2ccccc21 | nt | 8.7
CCN(CC)CCCN=C(C)c1c(O)n(-c2ccc(C)cc2)c(=O)[nH]c1=O | 112.2 | 6.3
O=c1c2ccccc2nc(-c2ccccc2F)n1-c1ccccc1Cl | nt | -4.6
CCC(CC)N1CCN(Cc2cccc(Cl)c2)CC1 | nt | 15.1
Cc1ccc2c(c1)C1CN(C)CCC1N2C(=O)COc1ccc(S(=O)(=O)N2CCOCC2)cc1 (stereo not given) | 102.6 | 8.3
COc1ccc(OC)c(N2C(=O)NC(=O)C3(Cc4cc(C)ccc4N(C)C3)C2=O)c1 (stereo not given) | 65.8 | -9.0
Cc1cc(O)c2c3c(c(=O)oc2c1)CCCC3 | nt | 3.2
Cc1ccc(S(=O)(=O)Oc2ccccc2C=C2C(=O)NC(=O)NC2=O)cc1 | nt | -4.0
COc1ccc(CCNCc2cccn2C)cc1OC | nt | 9.3
Cc1cc(-c2ccc(C=C3C(=O)NC(=S)NC3=O)o2)cc([N+](=O)[O-])c1C | nt | 14.8
O=C(Nc1ccccc1)NC1CC2CCC(C1)N2 (stereo not given) | 93.2 | 9.2
CN(C(=O)c1ccco1)C1(c2ccccc2Cl)CCCCC1=O (stereo not given) | nt | -5.0
O=c1c2ccccc2nc(-c2cccs2)n1-c1ccccc1 | nt | -0.5
COc1ccccc1/C=C1/C(=N\O)C2CCN1CC2 | nt | -4.5
O=C(O)C1C2CCC(O2)C1C(=O)Nc1ccc(Cl)cc1 (stereo not given) | nt | 11.5
O=[N+]([O-])c1ccc(N2CCNCC2)c2cccnc12 | nt | 5.4
CCCN(CCC)CCc1ccc(O)c(O)c1 | 87.3 | nt
CSc1ccc(CNC2CN3CCC2CC3)cc1 (stereo not given) | 89.8 | 0.8
Cc1cccc(N2C(=O)CC(=O)NC2=O)c1 | 100.0&61.3 | 8.7
Cc1ccc(S(=O)(=O)Oc2ccccc2C=C2C(=O)N(C)C(=O)N(C)C2=O)cc1 | nt | 7.3
O=C(Nc1nc2ccccc2s1)C(Cl)(Cl)Cl | nt | 7.2
COC(=O)C(=O)/C(=C\c1ccc(-c2ccccc2[N+](=O)[O-])o1)C(=O)c1ccccc1 | nt | 6.6
O=c1[nH]c2ccccc2n1C1CCN(CCCC(c2ccc(F)cc2)c2ccc(F)cc2)CC1 | 74.1&78.1 | 12.1
c1ccc2sc(C3CCCNC3)nc2c1 (stereo not given) | nt | 2.8
COc1ccc2c(c1OC)C(=O)O[C@H]2[C@@H]1c2cc3c(cc2CCN1C)OCO3 | 92.2 | nt
Cc1cc(OCC(=O)C(C)(C)C)c2c3c(c(=O)oc2c1)CCC3 | nt | 3.8
N=C(N)c1c(O)n(C2CCCCC2)c(=O)n(C2CCCCC2)c1=O | 111.5 | -20.4
CCN(CC)P(=O)(Oc1cccc(C)c1)N(CC)CC | 89.8 | 9.0
C=CCN1CC[C@]23CCCCC2[C@H]1Cc1ccc(O)cc13 (stereo not given in full) | 93.6 | nt
O=P(O)(O)/C=C(\Cl)c1ccccc1 | 93.4 | 4.0
O=C1OCCN1P(=O)(c1ccccc1)c1ccccc1 | 91.2 | -2.6
CCOc1ccccc1-n1c(O)c(C=NCCCN(CC)CC)c(=O)[nH]c1=O | 101.9 | -10.6
Cc1ccc2c(c1)CC1(CN2C)C(=O)NC(=O)N(CCC2=CCCCC2)C1=O (stereo not given) | 71.8 | 7.9
CCNC(=O)C1OC(n2cnc3c(N)ncnc32)C(O)C1O (stereo not given) | 91.4 | -8.8
CNc1ccc(Br)cc1C(=O)c1ccc(Cl)cc1 | 97.2 | nt
COc1ccc(OC)c(-n2c(O)c(C=C3C=Nc4ccccc43)c(=O)[nH]c2=O)c1 | nt | -13.8
O=S(=O)(c1ccccc1)N1CN2CCN(C2)C1 | 106.7 | -8.3
Fc1ccc2c(c1)nnn2C1CCN(Cc2nnnn2C2CCCCC2)CC1 | 83.8 | -2.6
Cc1ccc(Cn2nnnc2CN2CCC(n3nnc4cc(C(F)(F)F)ccc43)CC2)cc1 | 69.5 | -0.5
CCC(=NCC1CCCO1)c1c(O)n(-c2ccc(Cl)cc2)c(=O)[nH]c1=O (stereo not given) | 98.9 | 0.5
O=C(C1CCCN(c2nnc(-n3cccc3)s2)C1)N1CCC2(CC1)OCCO2 (stereo not given) | 100.7 | 2.8
Cc1ccc(/C=C2/C(=O)NC(=O)N(c3ccc(C(C)C)cc3)C2=O)o1 | nt | -5.1
CC(=O)c1cccc(NC2=NCC(C)S2)c1 (stereo not given) | 89.8 | -3.2

17 entries from above, set out differently:
Values run as follows: BAP1 inh | HePTP inhibitor
CC(CO)(CO)N=Cc1c(O)n(-c2cccc3ccccc23)c(=O)[nH]c1=O
  nt | 6.6
O=S1(=O)N(CCN2CC=C(c3c[nH]c4cc(F)ccc34)CC2)c2cccc3c2N1CCC3
  67.7 | nt
O=c1c2ccccc2nc(-c2ccco2)n1-c1cccnc1
  85.3 | 8.6&-10.3
CC12CCC3C(CCC4=C(O)C(=O)CCC43C)C1CCC2=O (stereo not given)
  98.0 | nt
CCCCCCn1c(O)c(C=NCCCn2ccnc2)c(=O)[nH]c1=O
  85.0 | 6.3
COc1ccc(CN2CCN(C(=O)Cc3ccccc3)CC2)c(OC)c1
  99.2 | 7.3
CC1CCC(C(C)C)C(OP(N)(=O)c2ccccc2)C1 (stereo not given)
  91.6&60.3 | 2.6
CCCC(C)C1(CC)C(=O)NC(=Nc2ccc(F)cc2)NC1=O (stereo not given)
  98.2 | 10.0
Cc1ccc2nc3c(cc2c1)CC1(C(=O)N(C)C(=O)N(C)C1=O)C1COCCN31 (stereo not given)
  92.9 | 7.4
Cc1oc(-c2ccc(Cl)cc2)nc1CS(=O)CC(=O)N1CCC2(CC1)OCCO2 (stereo not given)
  98.0 | -5.3
C[C@]12CC[C@H](O)CC1=CC[C@@H]1[C@@H]2CC[C@]2(C)C(=O)CC[C@@H]12
  91.8 | nt
c1ccc2c(N3CCNCC3)cccc2c1
  104.1 | nt
CCc1ccc(N2C(=O)/C(=C/c3ccc(OCC(=O)O)c(Br)c3)C(=O)NC2=S)cc1
  nt | 5.2
CC(N)Cc1c[nH]c2ccc(O)cc12 (stereo not given)
  85.6 | nt
CC12CN3CC(C)(CN(C1)C3c1ccco1)C2=O (stereo not given)
  97.3 | 8.7
CC(=O)n1cc(C2C(=O)NC(=O)NC2=O)c2ccccc21
  nt | 8.7
CCN(CC)CCCN=C(C)c1c(O)n(-c2ccc(C)cc2)c(=O)[nH]c1=O
  112.2 | 6.3

(cont.)
SMILES | BAP1 inh | HePTP inhibitor
CCOC(=O)c1cn2nc(OP(=S)(OCC)OCC)cc2nc1C | 95.7 | 7.7
O=[N+]([O-])c1cc2c(cc1CNCCc1ccc(Cl)cc1Cl)OCO2 | nt | -5.0
O=C(Nc1ccncc1)c1c(O)c2ccccc2n(Cc2ccccc2)c1=O | 92.0 | 6.4
C[C@]12Cc3cn4c(nc3C=C1CCC1C2CC[C@@]2(C)[C@H]1CC[C@@]2(O)C#N)nc1ccccc14 (stereo not given in full) | 54.4 | nt
CCCCC(=O)C1C(=O)NC(=O)NC1=O | 98.9 | -9.9
CCOc1cc(-c2nc3c(C)cccn3c2NCC2CCCO2)ccc1O (stereo not given) | 95.8 | 9.3
Cc1ccccc1-n1c(/C=C/c2ccco2)nc2ccccc2c1=O | nt | 7.0
COc1ccccc1CCNCc1ccc(Cl)cc1 | nt | 4.2
O=Cc1cn(Cc2ccccc2F)c2ccccc12 | nt | -2.3
CCOC(=O)c1c(C)n(C2CCCCC2)c2ccc(OC(C)=O)cc12 | 111.2 | nt
N/C(=N\[N+](=O)[O-])N/N=C\c1ccc(-c2ccc([N+](=O)[O-])cc2)o1 | nt | 10.0
O=C(CCCOc1ccc(Cl)cc1Cl)N1CCC2(CC1)OCCO2 | nt | 10.6
CSc1nnc([C@@H](N)Cc2ccccc2)o1 | 84.0 | 5.1
O=C(CN1CC(c2ccccc2)CC1=O)Nc1ccc(F)cc1 (stereo not given) | 92.8 | -9.5
